# Assay outcomes deposited in PubChem BioAssay by several laboratories.
# PMI inhibitors: inhibitors of human PMI, primary screen, biochemical, fluorescence intensity, coupled assay (AID 1209); purified PMI enzyme, coupled fluorescence intensity; higher % means a stronger effect; inhibition, % at 20 µM, or IC50 in µM where a hit was titrated; 0.42% of 190,000 active;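 further: plate controls were DMSO vehicle for no effect and wells lacking substrate for full effect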
# TNAP activation fold: human TNAP enzyme activators, primary screen, biochemical, luminescent, no phosphate acceptor, uHTS (AID 1001). purified TNAP, luminescent activation assay, no phosphate acceptor; higher activation fold means a stronger effect. activation fold at 20 µM, or EC50 in µM where a hit was titrated. 0.03% of 200,000 active; in the data active means activation fold from about 3, or a potency from the dose series; inactive means the rest, 99 in 100 with activation fold below about 1.6; further: many of its hits are not listed in these tables
# UTI89 phage lysis: inhibition of K1F phage lysis, E. coli UTI89, bacterial capsule biogenesis inhibitors, alamar blue (AID 488966). 0.02% of 340,000 active. inhibition, % at 100 µM, or IC50 in µM where a hit was titrated. E. coli UTI89 K1F phage lysis, alamar blue, 2 h; higher % means a stronger effect;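 active means phage lysis inhibition, versus mean bacterial control, above a set limit; inconclusive means no clear call, values can overlap the other calls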;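 further: capsule biogenesis inhibitors block K1F phage lysis so surviving cells raise fluorescence; higher fluorescence means more inhibition of phage lysis; actives were called in the ten point dose series up to 300 µM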
# Myeloid diff 2: myeloid differentiation induction; 1% of 360,000 active; ER-HoxA9 myeloid progenitors, lysozyme-GFP differentiation, flow cytometry; calls only at 10 µM; AID 624256;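 active means normalized GFP-positive differentiation at or above the plate's own cutoff, the solvent-only control mean plus 3 SD; inconclusive means no clear call, values can overlap the other calls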;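 further: cells exposed to compound for four days before flow analysis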
# M1AAP inhibition: malaria alanyl aminopeptidase activity blockers – biochemical, fluorogenic H-Leu-NHMec substrate, 1536-well (AID 1445). recombinant M1AAP, H-Leu-NHMec fluorogenic kinetic assay; higher % means a stronger effect. one-dose inhibition, % at 30 µM; IC50 in µM for titrated hits. 0.42% of 220,000 active;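 active means primary inhibition above the hit cutoff, then over 50% inhibition at one or more dose response concentrations, cut at about 23% in these data, passing the limit was not always enough; inconclusive means conflicting primary data, or primary hits not chosen for dose response; inactive means low primary inhibition, or under 50% at every dose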;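 further: plate controls were DMSO full reaction for no effect and no enzyme background for full effect; strong numbers were not always called active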
# Lipid droplet: modulators of hepatic lipid droplet formation. AML12 mouse hepatocytes, oleate lipid droplets, BODIPY imaging. inhibition, % at 6.5 µM. 0.4% of 240,000 active. AID 1656;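 active means lipid droplet intensity inhibited by at least 50%, with more than 500 cells counted; inconclusive means wells with under 300 cells, treated as cytotoxic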
#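 Material – mouse AML12 hepatocyte cell line, fixed after treatment · Compound dosing – one dose, 6.5 µM compound · Times – compound with oleate, overnight · Measured by – Image-based BODIPY and DAPI two-channel analysis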
# human PMI inhibitors: MPI inhibition at elevated mannose 6-phosphate – biochemical, fluorescence intensity, high mannose 6-phosphate, primary screen (AID 1220) | 0.66% of 190,000 active | one-dose inhibition, % at 20 µM; IC50 in µM for titrated hits | recombinant PMI enzyme, coupled fluorescence intensity; higher % means a stronger effect
# WT yeast gro inh: growth inhibition of WT yeast, mitochondrial fusion screen. 2.1% of 190,000 active. mitochondrial fusion phenotypic screen, WT strain. inhibition, % at 10 µM; in the data active means inhibition above about 58%; tested in S. cerevisiae
# CSM14.1 death rescue: protection against thapsigargin-triggered cell killing – 384-well, CSM14.1, ATP luminescence, primary screen (AID 1222); CSM14.1 thapsigargin-induced death rescue, ATP luminescence; higher % means a stronger effect; one-dose cellular ATP content (survival), % at 20 µM; EC50 in µM for titrated hits; 190,000 tested, under 10 active;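 active means EC50 below 50 µM in the dose-response confirmation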;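 further: death triggered by thapsigargin at about 15 µM added after 2 h compound pretreatment; cell ATP read after overnight thapsigargin exposure of roughly 18 to 22 hours; normalized against plate controls of thapsigargin alone and 5% DMSO vehicle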
# WT yeast gro inh mutant strain: further read-out of WT yeast gro inh, marked with its call; inhibition, %; mitochondrial fusion phenotypic screen, mutant strain inhibition
# Lipid droplet cells 6.5 µM: further read-out of Lipid droplet, marked with its call; cell count; measured here: cell count, cytotoxicity flag;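 cells counted across two imaged fields per well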
# Myeloid diff 2 GFP+ MAC1+ %: also measured in Myeloid diff 2; calls as there; GFP+ MAC1+ double positive, %; measured here: differentiation confirmed by MAC1 staining
# Starred values were filed as active, the others as inactive; i = inactive; ? = inconclusive; · = not tested or not shown; [ ] = dose if it differs, or a comment. Unless noted, no stated cut-off is given here; in the data, active means inhibition above about 50%; inactive means the rest.
SMILES,PMI inhibitors,TNAP activation fold,UTI89 phage lysis,Myeloid diff 2,Myeloid diff 2 GFP+ MAC1+ %,M1AAP inhibition,Lipid droplet,Lipid droplet cells 6.5 µM,human PMI inhibitors,WT yeast gro inh,WT yeast gro inh mutant strain,CSM14.1 death rescue
CC(=O)C(C(C)=O)c1c(Cl)c(O)c(O)c2c(C(=O)c3ccccc3)coc12,·,0.9,-0.3%,i,0.5,17%,·,·,·,56,-23,-2.7%
CN1CCN(C(=O)C2=C[C@@H](c3ccc4c(c3)OCO4)C[C@@H](OCc3ccc(CO)cc3)O2)CC1,4%,1.2,1.2%,i,1.0,1%,10,725,-1%,-5,13,-1.5%
Cn1c(CSCc2ccc(F)cc2)nnc1SCC(=O)Nc1cccc(C(=O)O)c1,·,·,0.5%[50 µM],i,0.1,5%,16,772,·,·,·,·
CC1CCCN(C(=O)COc2ccc(Nc3ccccc3)cc2)C1 (stereo unspecified),-9%,1.2,-0.4%,i,1.1,-1%,-10,657,6%,-2,23,0.7%
CC12C(=O)N(Cc3ccco3)C(=O)C1C1c3ccccc3C2c2ccccc21 (stereo unspecified),16%,1,1.9%,i,1.5,7%,-20,748,12%,8,15,1.5%
COc1cccc(/C(O)=C2/C(=O)C(=O)N(CCN(C)C)C2c2ccccn2)c1 (stereo unspecified),-29%,1,0.5%,i,0.8,2%,·,·,-45%,-7,9,-0.5%
CCCCCNC(=O)c1ccc2c(=O)n(CCCOCC)c(=S)[nH]c2c1,-14%,1.1,0.1%,?,·,-2%,-2,750,-16%,17,4,0.1%
Cc1ccccc1Nc1nc(N)nc(COC(=O)/C=C/c2ccco2)n1,3%,1,0.0%,i,0.5,3%,4,693,14%,-40,-17,0.1%
COC(=O)c1cc([N+](=O)[O-])c(-n2ccnc2)c([N+](=O)[O-])c1,-6%,1,-2.2%,i,0.4,4%,12,523,4%,7,18,2.5%
COCCn1c(=O)[nH]c2cc(C(=O)NC(C)C)ccc2c1=O,6%,1,-0.5%,i,3.8,23%,·,·,7%,-9,-22,0.8%
CCOC(=O)Cc1csc(NC(=O)CCCCCN2C(=O)c3ccccc3C2=O)n1,1%,1,0.3%,i,1.0,3%,·,·,3%,-20,-13,0.7%
COc1ccc(NC(=O)c2ccccc2N(Cc2ccccc2)S(C)(=O)=O)cc1,3%,1.1,-0.5%,i,0.6,-2%,-10,734,-3%,5,-2,-0.5%
COCCN1CCCC(CNCc2cn(C)nc2-c2ccc(Oc3ccccc3)cc2)C1 (stereo unspecified),30%,1,0.1%,i,1.0,-1%,-19,625,11%,9,1,-1.6%
Cc1c(C(=O)O)oc2ccc(S(=O)(=O)N3CC(C)CC(C)C3)cc12 (stereo unspecified),6%,1.1,-0.3%,i,0.2,0%,-8,570,4%,19,-5,-1.3%
O=C(Nc1nccs1)C(=O)c1c[nH]c2ccccc12,-9%,0.9,-0.1%,i,0.8,19%,-1,793,-13%,-9,5,-3.7%
COc1ccc(NC(=O)c2cc(CC(C)C)on2)cc1OC,14%,1,-0.2%,i,3.4,-3%,-1,633,8%,-9,-11,-2.7%
Cc1nc(-c2ccc3c(c2)OCCO3)cs1,13%,1.1,0.0%,i,0.1,5%,-1,692,1%,4,8,·
COc1ccc(C2OCC3(O)C(c4ccc(OC)c(OC)c4)OCC23)cc1OC (stereo unspecified),·,·,1.8%,i,2.8,2%,10,747,·,·,·,·
COc1ccc2c(c1)c(/C=N/Nc1nc3ccccc3[nH]1)c(C)n2C,·,·,3.7%,i,1.3,-3%,?,·,·,·,·,·
Cc1cc(C)c(O)c(-c2n[nH]c3c2C(c2cccc(O)c2)N(Cc2ccco2)C3=O)c1 (stereo unspecified),·,·,-0.3%,i,1.2,-1%,-4,705,·,·,·,·
Cc1ccc(Cn2ccc(NC(=O)c3nn(C)cc3Cl)n2)cc1,12%,1,0.5%,i,0.9,0%,·,·,6%,-2,18,-2.3%
CCCCC(CCC(=O)O)(C(=O)OCC)c1csc(N)n1 (stereo unspecified),3%,1.1,-0.1%,i,1.0,0%,·,·,3%,-7,-10,·
Cn1c(NCCCN2CCOCC2)nc2c1c(=O)n(Cc1ccc(Cl)c(Cl)c1)c(=O)n2C,6%,1.1,0.0%,i,0.3,4%,-5,661,-3%,2,8,3.7%
O=C(NCCN1C(=O)S/C(=C\c2cccnc2)C1=O)C1=NN(c2ccccc2)C(=O)CC1,-13%,1.1,-0.4%,i,0.7,11%,3,730,-2%,-7,8,1.1%
CCOCCCNS(=O)(=O)c1ccc(NC(=O)c2ccc([N+](=O)[O-])cc2Cl)cc1,0%,1.1,-0.1%,i,0.8,3%,1,699,2%,-10,-13,-0.7%
O=C(OCC1OC(n2ccc(=O)[nH]c2=O)C(O)C1OC(=O)c1ccccc1)c1ccccc1 (stereo unspecified),5%,1.1,-1.0%,i,0.6,5%,10,736,5%,12,0,-0.5%
COc1cc(NC(=O)c2cc(-c3cccnc3)nc3ccc(Br)cc23)cc(OC)c1,6%,1.1,-0.1%,i,0.8,13%,·,·,8%,23,13,0.7%
Cn1c(NNC(=O)CCC2CCCCC2)cc(=O)n(C)c1=O,12%,1.1,0.4%,i,1.5,3%,1,744,31%,-1,-16,0.5%
COc1ccc(C(=O)OCC(=O)NCCCc2ccccc2)cc1[N+](=O)[O-],10%,1,0.3%,i,0.8,1%,-8,737,16%,-3,5,0.2%
O=C(CCC(=O)OCC(=O)c1ccccc1)Nc1cccc(Cl)c1,2%,1.1,3.9%[50 µM],i,0.6,8%,3,757,8%,-11,-8,-1.1%
COc1cc(C(NC(C)=O)NC(C)=O)ccc1OCc1ccccc1,-7%,1,-0.2%,i,0.4,-12%,12,663,-6%,12,-34,-0.6%
COCCNC(=S)N1CCc2cc(OC)c(OC)cc2C1COc1ccc(C(C)C)cc1 (stereo unspecified),22%,1.2,4.0%,i,1.2,15%,-2,590,9%,30,-9,-1.8%
Cc1c(C#N)c2ccccc2n1CC(=O)N1CCCC1,-12%,0.9,2.9%,i,1.3,14%,·,·,-8%,-2,-2,-0.8%
CCOC(=O)Cc1nnc(NC(=O)CSc2nnc3c4ccccc4n(C)c3n2)s1,7%,1,1.8%,i,1.4,14%,·,·,-1%,-1,-25,2.0%
CN1CCN(C(=O)CCc2nc3ccccc3n2-c2ccccc2)CC1,12%,1.1,1.2%[50 µM],i,3.9,0%,-2,664,-14%,0,-5,-2.6%
Cn1cc([N+](=O)[O-])c(C(=O)Nc2ccn(Cc3c(F)c(F)cc(F)c3F)n2)n1,-19%,1.1,0.6%,i,0.8,8%,-13,747,-23%,-7,2,-1.9%

# Quoted at random: two records from the list
SMILES,PMI inhibitors,TNAP activation fold,UTI89 phage lysis,Myeloid diff 2,Myeloid diff 2 GFP+ MAC1+ %,M1AAP inhibition,Lipid droplet,Lipid droplet cells 6.5 µM,human PMI inhibitors,WT yeast gro inh,WT yeast gro inh mutant strain,CSM14.1 death rescue
CCOC(=O)Cc1nnc(NC(=O)CSc2nnc3c4ccccc4n(C)c3n2)s1,7%,1,1.8%,i,1.4,14%,·,·,-1%,-1,-25,2.0%
COc1cc(NC(=O)c2cc(-c3cccnc3)nc3ccc(Br)cc23)cc(OC)c1,6%,1.1,-0.1%,i,0.8,13%,·,·,8%,23,13,0.7%

# (listing goes on)
SMILES,PMI inhibitors,TNAP activation fold,UTI89 phage lysis,Myeloid diff 2,Myeloid diff 2 GFP+ MAC1+ %,M1AAP inhibition,Lipid droplet,Lipid droplet cells 6.5 µM,human PMI inhibitors,WT yeast gro inh,WT yeast gro inh mutant strain,CSM14.1 death rescue
Cc1ccc(C(=O)NC2CCS(=O)(=O)C2)cc1S(=O)(=O)N1CCOCC1 (stereo unspecified),8%,1,3.1%,i,1.8,8%,-16,775,5%,0,41,-3.9%
Cc1cccn2c(=O)c3cc(C(=O)NCCCN4CCCC4=O)n(C)c3nc12,14%,1.2,2.2%[50 µM],?,·,12%,22,706,8%,22,12,·
COc1ccc(NC(=O)COC(=O)CNS(=O)(=O)c2ccc(F)c(F)c2F)cc1OC,8%,1.1,-1.1%,i,0.8,0%,38,667,1%,-6,2,-2.6%
O=C(CSc1nnc(CNc2cccc(C(F)(F)F)c2)n1Cc1ccco1)NCc1ccco1,-8%,1.1,-4.6%,i,0.8,1%,-4,748,-3%,0,0,-0.3%
Nc1nnc(SCC(=O)Nc2ccc(Cl)c(C(=O)O)c2)s1,-29%,1,0.1%,i,0.2,5%,-3,709,-23%,-5,11,-1.3%
Cc1cccc(N=c2c([N+](=O)[O-])nn(-c3ccc(Cl)cc3)n2O)c1,-2%,1,0.1%,i,0.4,0%,41,672,1%,48,55,-1.8%
Cc1noc(C)c1COc1ccc(C(=O)OCC(=O)N2CC3(C)CC2CC(C)(C)C3)cc1 (stereo unspecified),9%,1.1,1.7%,i,0.7,0%,-2,712,4%,-3,32,0.2%
O=C(O)C1CC=CCC1C(=O)Nc1ccccc1C(=O)N1CCN(c2ccccc2)CC1 (stereo unspecified),-3%,1.1,0.5%,i,0.5,2%,22,785,-1%,-12,-3,4.1%
O=C(Cn1c(=O)oc2cc(S(=O)(=O)N3CCCC3)ccc21)N1CCN(c2ccccc2)CC1,-10%,1,0.3%,i,1.4,1%,·,·,-12%,-9,-22,0.3%
O=C(COc1ccccc1)Nc1nccs1,1%,1,1.1%[50 µM],i,1.8,2%,6,826,6%,1,8,-5.5%
CCCOc1ccc(CN(CCC#N)C(=S)NC(=O)c2ccccc2)cc1,9%,1.1,i,i,0.7,-2%,7,690,5%,73,74,-5.9%
CCn1c(N)c(C(=O)NC)sc1=S,67%*,1.1,1.0%,i,1.4,5%,-4,718,18%,8,15,-1.0%
Cc1cc(C)c(C#N)c(SCS(=O)c2ccc(C(C)(C)C)cc2)n1 (stereo unspecified),-6%,1,0.7%,i,1.7,-1%,·,·,-3%,8,5,-3.3%
CC(C)Cn1c(=O)c2ccccc2c2ccccc2c1=O,22%,1.1,-0.4%,i,1.6,2%,-1,749,20%,31,4,-2.8%
O=C(O)CC/C(=N\NC(=O)CNC(=O)/C=C/c1ccccc1)c1ccccc1,·,·,0.1%,i,0.3,6%,-7,679,·,·,·,·
COc1ccc(N(CC(=O)N/N=C/c2cccs2)S(=O)(=O)c2ccc(OC)c(OC)c2)cc1,22%,1,0.4%[50 µM],i,1.5,-3%,·,·,12%,0,34,2.1%
CCCCN(CC(=O)NCCOC)C(=O)Cn1nnc2ccccc21,-6%,1,0.7%,i,0.1,11%,5,710,5%,1,6,-12%
S=c1[nH]nc(Cc2ccccc2)n1-c1ccccc1,0%,0.9,0.0%,i,1.2,-4%,-8,648,1%,-2,-23,0.0%
